Screening results as filed in PubChem.
HTRA1 inh – HTRA1 (human) protease inhibition. Q92743. recombinant HTRA1, FP-rhodamine activity-based probe, fluorescence polarization. inhibition, % at 5.96 µM. actives 0.5% (n = 340,000); in the data active = inhibition above about 36%;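 note: 0% = enzyme with DMSO and 100% = wells lacking enzyme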
PRMT1 inh – PRMT1 (human) inhibition, primary screen; recombinant PRMT1, activity-based probe fluorescence polarization; inhibition, % at 2.79 µM; actives 1.3% (n = 370,000); AID 652257;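 active = inhibition above about 21% made by adding two undisclosed values, limit read from the data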
mABHD4 FP – inhibitors of mouse ABHD4; Q8VD66; purified mABHD4, FP-Rh probe fluorescence polarization; inhibition, % at 8.92 µM; actives 0.54% (n = 370,000);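 active = inhibition exceeding the mean over every tested compound plus 3 SD, cut at about 30% in these data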;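 note: 0% = plate median of compound wells and 100% = S159A mutant with DMSO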
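Assay system: Wild-type mouse ABHD4 protein | Medium: HEPES pH 7.0 buffer, 150 mM NaCl, 0.01% Pluronic F-127 | Incubation: Enzyme–compound pre-incubation 45 min, then probe 60 min, both 25 °C | Technique: Fluorescence polarization with parallel and perpendicular emission, 525/598 nm | Evaluation: % inhibition of FP-Rh probe binding versus controls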
SIAE inh – human SIAE inhibition, primary screen; SIAE FP-Rh probe binding, fluorescence polarization; inhibition, % at 9.66 µM; actives 0.69% (n = 370,000);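 active = inhibition above a cutoff: mean of compounds within the control limits plus 3 SD of those, cut at about 17% in these data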;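 note: 0% = plate median of compound wells and 100% = probe without SIAE protein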
Target sequence (Q9HAT2 whole entry, looked up): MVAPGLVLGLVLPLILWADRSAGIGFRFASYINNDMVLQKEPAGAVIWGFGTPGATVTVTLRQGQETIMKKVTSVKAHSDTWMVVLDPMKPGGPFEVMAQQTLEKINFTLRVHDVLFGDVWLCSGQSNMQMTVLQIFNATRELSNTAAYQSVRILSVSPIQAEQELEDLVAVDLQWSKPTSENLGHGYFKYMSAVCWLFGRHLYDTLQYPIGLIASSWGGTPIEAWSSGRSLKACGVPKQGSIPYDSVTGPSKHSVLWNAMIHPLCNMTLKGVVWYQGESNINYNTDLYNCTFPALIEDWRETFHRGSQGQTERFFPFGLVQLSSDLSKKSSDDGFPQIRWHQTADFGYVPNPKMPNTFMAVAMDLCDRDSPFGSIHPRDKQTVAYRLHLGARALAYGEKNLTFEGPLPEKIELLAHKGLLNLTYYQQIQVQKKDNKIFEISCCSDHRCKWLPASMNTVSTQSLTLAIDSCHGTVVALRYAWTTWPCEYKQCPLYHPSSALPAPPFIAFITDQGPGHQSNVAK
TCR-CD3 inh – human TCR-CD3 binding inhibition; TAMRA-labeled TCR probe fluorescence, biochemical; actives 0.37% (n = 360,000); inhibition, % at 9.4 µM; AID 651800; in the data active = inhibition above about 19%;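 note: recombinant mutant TCR 2C K166C tagged with TAMRA read by polarization; 0% = receptor in buffer alone and 100% = receptor with positive control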
rCAG RNA binder – r(CAG) repeat RNA binding; TO-PRO-1 dye displacement fluorescence; inhibition, % at 3 µM; actives 1.3% (n = 370,000);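 active = inhibition above the plate cutoff, the mean of all test compounds on that plate plus 3 SD, cut at about 35% in these data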;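 note: 0% = DMSO alone and 100% = 100 µM mitoxantrone as full dye displacement; higher means more dye released from RNA so lower well fluorescence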
TDP2 absorb – TDP2 (human) inhibition, absorbance primary screen. inhibition, % at 12.8 µM. recombinant TDP2, T5PNP hydrolysis, p-nitrophenol absorbance 415 nm. O95551. actives 0.34% (n = 370,000);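 active = inhibition above the mean of all tested compounds plus 3 SD, set per campaign, cut at about 25% in these data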;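 note: 0% = DMSO with enzyme and 100% = buffer with substrate but no TDP2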
Target sequence (O95551 whole entry, looked up): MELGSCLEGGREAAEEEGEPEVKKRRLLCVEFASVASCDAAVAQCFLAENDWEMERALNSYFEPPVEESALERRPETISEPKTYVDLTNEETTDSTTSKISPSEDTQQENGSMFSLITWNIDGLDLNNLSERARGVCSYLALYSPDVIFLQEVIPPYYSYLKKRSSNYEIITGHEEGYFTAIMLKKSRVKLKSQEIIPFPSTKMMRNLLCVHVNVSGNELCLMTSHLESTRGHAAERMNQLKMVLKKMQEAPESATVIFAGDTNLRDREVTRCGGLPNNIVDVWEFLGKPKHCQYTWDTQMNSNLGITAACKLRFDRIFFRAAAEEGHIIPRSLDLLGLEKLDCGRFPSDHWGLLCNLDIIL
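Read-out basis: percent inhibition. System: recombinant human TDP2. Buffer or medium: Mg2+-containing Tris-HCl buffer, pH 7.5. Repeats: single replicate. Timing: reaction 2 h, 37 °C. Benchmarks: high control without enzyme, low control DMSO plus TDP2. Probe or stimulus: 5 mM T5PNP. Doses: 12.8 µM only. Measured by: epi absorbance of p-nitrophenol freed from T5PNP by hydrolysis.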
NR1D1 modulator – Rev-erb alpha (human) modulation. activity, % at 10 µM. actives 0.79% (n = 370,000). Rev-erbα–FITC-DNA binding, fluorescence polarization, 90 min. P20393;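 active = activity above about 14%, limit read from the data; passing the limit was not always enough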;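 note: 0% = DMSO wells with 35 nM protein and 100% = DMSO wells with 750 nM protein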
LEDGF integ inh – blocks HIV-1 LEDGF/p75-dependent DNA integration; TR-FRET IN-LEDGF/p75 DNA integration, Eu/Cy5; inhibition, % at 3.7 µM; actives 0.64% (n = 370,000);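 active = inhibition above the screen-wide mean plus 3 SD, cut at about 13% in these data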;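 note: signal is the Cy5 over europium emission ratio at 671 and 618 nm; 0% = plate median of compound wells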
PG9 Ab binder – PG9 antibody binding by small molecule. TR-FRET gp120-PG9 antibody binding. actives 0.43% (n = 360,000). inhibition, % at 6.7 µM; in the data active = inhibition above about 8.5%
* marks the source's active call; other numbers are inactive results; x = not tested or not shown.

SMILES | HTRA1 inh | PRMT1 inh | mABHD4 FP | SIAE inh | TCR-CD3 inh | rCAG RNA binder | TDP2 absorb | NR1D1 modulator | LEDGF integ inh | PG9 Ab binder
Oc1ccc(N2CCN(C(=S)NCc3ccccc3)CC2)cc1 | x | 23* | 15 | 10 | 1 | 4 | 2 | 4 | 0 | -2.2
COc1cc2c(=O)n(-c3ccc(C)cc3)c(=O)n(CC(=O)c3ccc4c(c3)OCO4)c2cc1OC | 9 | 5 | 6 | 2 | -6 | -1 | 3 | -6 | 2 | -2.8
Fc1cccc(F)c1CN1CCN(c2ncccn2)CC1 | 0 | -1 | -7 | 6 | 1 | -2 | 0 | 2 | 4 | 0.3
Cc1ccc(Nc2nc(C(=O)NCc3ccco3)cs2)cc1 | -7 | 1 | -1 | -4 | -2 | 3 | 1 | 2 | -1 | 1.4
CCOC(=O)N1CCC(NC(=O)c2ccc3c(c2)N(Cc2ccc(F)cc2)CCS3)CC1 | -8 | 0 | 3 | 6 | -5 | 4 | 2 | 5 | 3 | 1.7
CCN(CC)C(=O)C1=C(C)N(Cc2ccc(OC)cc2)C(=O)C(CC(=O)NCc2cccs2)C1 (stereo unspecified) | 3 | -2 | 0 | -2 | -2 | 1 | 9 | 0 | -1 | -1.2
C/C(=N\NC(=O)CSc1nc(C)cc(C)n1)c1ccc2c(c1)OCCO2 | 2 | -2 | -2 | 6 | 5 | -2 | -1 | -7 | -1 | -1.4
COc1ccc(N2CCN(C(CNC(=O)C(=O)NCc3cccs3)c3ccco3)CC2)cc1 (stereo unspecified) | 5 | 1 | 5 | 1 | -3 | -3 | -1 | 0 | 5 | 0.8
O=C(Nc1ccc2c(c1)oc1ccccc12)c1ccc2c(c1)OCO2 | -6 | 1 | -12 | -8 | 5 | 1 | 1 | 1 | 4 | -3.8
O=C(CN1C(=O)/C(=C\c2cccc(Br)c2)Oc2ccccc21)NCCCN1CCOCC1 | -6 | -2 | -1 | 0 | 3 | 2 | 10 | -3 | 4 | 2.4
CCOC(=O)C1CCCN(S(=O)(=O)NC[C@H]2O[C@@H](n3cnc4c(N)ncnc43)[C@H](O)[C@@H]2O)C1 (stereo partly specified) | 10 | -2 | 2 | 1 | 5 | 2 | 2 | 1 | -7 | -1.5
CCCOc1ccc(C2/C(=C(/O)c3ccccc3)C(=O)C(=O)N2CCCN(C)C)cc1OC (stereo unspecified) | -1 | -1 | 4 | 9 | 2 | 1 | -2 | 2 | 0 | -2.8
O=C(c1cnn2c(C(F)(F)F)cc(-c3ccccc3)nc12)N1CCCCC1c1cccnc1 (stereo unspecified) | -5 | 5 | 6 | 2 | -1 | -6 | 1 | -7 | -5 | -1.3
Cc1ccc(CN2CCN(Cc3ccon3)CC2CCO)cc1 (stereo unspecified) | x | 0 | 3 | 4 | 5 | -5 | 6 | 1 | 1 | -0.1
CNC(=O)c1cc(S(=O)(=O)N2CC(C)OC(C)C2)ccc1N1CCCCC1 (stereo unspecified) | -4 | -1 | 1 | -6 | 5 | -7 | 19 | 1 | 3 | -1.8
Cc1ccc(NC(=O)C2CCN(S(=O)(=O)c3ccc4ccccc4c3)CC2)nc1 | -21 | 10 | -5 | -2 | 2 | -1 | -5 | 4 | -2 | -0.3
CCc1c(-c2ccc(OC)cc2)ncn1Cc1cccc(-c2ccccc2)c1 | x | 2 | 16 | 0 | -10 | 4 | 2 | 0 | 1 | -0.7
OCC1(Cc2cccc(C(F)(F)F)c2)CCN(Cc2cc(F)cc(F)c2)CC1 | -16 | -11 | 4 | 1 | -1 | -8 | -17 | 6 | 4 | 1.7
c1ccc2c(c1)CCOC2CNCCCN1CCCCC1 (stereo unspecified) | 7 | 0 | 2 | 0 | -3 | 1 | 7 | 4 | -2 | 0.4
Cc1ccnc(N2CCC(C(=O)NC3CCCCCC3)CC2)n1 | 1 | -4 | 0 | 7 | -8 | -5 | 6 | 4 | 3 | 1.6
Cc1ccc(CCNC(=O)Cn2cccc2)cc1 | 10 | 6 | 3 | 6 | -1 | 2 | 2 | -1 | 4 | -1.9
CC(C)N1CCC1(C)C(=O)Nc1ccc(-n2cccc2)cc1 (stereo unspecified) | x | -3 | 3 | 0 | 1 | -2 | -2 | -1 | 0 | -0.2
C/C=C/C=C/C(=O)N1CC[C@]23c4ccccc4N[C@H]4N(C)c5cccc6c5[C@]42CCN([C@H]6C2OC2(C)C)[C@H]13 (stereo partly specified) | -5 | -4 | 7 | 4 | 6 | -3 | -5 | -1 | -1 | -0.1
CCOc1ccccc1NC(=O)CN1CCC(NC(=O)Nc2ccccc2)CC1 | -5 | -1 | -5 | -7 | 1 | -1 | 11 | 3 | 1 | -2.7

A different layout for part of the listing above:
structure	HTRA1 inh	PRMT1 inh	mABHD4 FP	SIAE inh	TCR-CD3 inh	rCAG RNA binder	TDP2 absorb	NR1D1 modulator	LEDGF integ inh	PG9 Ab binder
CCc1c(-c2ccc(OC)cc2)ncn1Cc1cccc(-c2ccccc2)c1	x	2	16	0	-10	4	2	0	1	-0.7
OCC1(Cc2cccc(C(F)(F)F)c2)CCN(Cc2cc(F)cc(F)c2)CC1	-16	-11	4	1	-1	-8	-17	6	4	1.7
c1ccc2c(c1)CCOC2CNCCCN1CCCCC1 (stereo unspecified)	7	0	2	0	-3	1	7	4	-2	0.4
Cc1ccnc(N2CCC(C(=O)NC3CCCCCC3)CC2)n1	1	-4	0	7	-8	-5	6	4	3	1.6
Cc1ccc(CCNC(=O)Cn2cccc2)cc1	10	6	3	6	-1	2	2	-1	4	-1.9
CC(C)N1CCC1(C)C(=O)Nc1ccc(-n2cccc2)cc1 (stereo unspecified)	x	-3	3	0	1	-2	-2	-1	0	-0.2
C/C=C/C=C/C(=O)N1CC[C@]23c4ccccc4N[C@H]4N(C)c5cccc6c5[C@]42CCN([C@H]6C2OC2(C)C)[C@H]13 (stereo partly specified)	-5	-4	7	4	6	-3	-5	-1	-1	-0.1

Next section.
SMILES | HTRA1 inh | PRMT1 inh | mABHD4 FP | SIAE inh | TCR-CD3 inh | rCAG RNA binder | TDP2 absorb | NR1D1 modulator | LEDGF integ inh | PG9 Ab binder
O=C(CSCc1ccccc1)NNc1c(F)c(F)cc(F)c1F | -9 | 2 | -5 | -1 | -4 | -5 | -13 | -1 | -1 | -0.1
CCOc1ccc(S(=O)(=O)Nc2ccc(C(=O)NN)cc2)cc1 | -37 | 4 | -38 | -29 | -2 | 11 | -4 | -3 | 0 | -0.7
O=C(NCCOC(=O)c1cccs1)c1cccnc1 | 5 | 1 | 3 | 6 | 7 | 3 | -4 | -2 | -2 | -0.5
C=CCn1c(SCc2ccc3c(c2)OCO3)nc2scc(-c3ccco3)c2c1=O | -3 | 0 | 6 | 3 | 5 | 3 | -13 | 1 | 0 | -0.4
CSc1ccccc1NC(=O)Cn1nnc(-c2ccc(S(C)(=O)=O)cc2)n1 | 1 | 2 | -3 | -5 | 5 | -3 | -4 | 0 | 0 | -3.3
Cc1cc(C)c(C)c(S(=O)(=O)NC(C(=O)O)C(C)C)c1C (stereo unspecified) | 10 | -1 | -5 | 0 | -8 | 2 | -11 | -3 | -5 | -1.2
CCC(Sc1nc(=O)cc(N)n1CCc1ccccc1)C(=O)Nc1ccccc1C#N (stereo unspecified) | -6 | -3 | -2 | -1 | 13 | 4 | 3 | 2 | 0 | 0.0
Cc1ccsc1C(=O)Nc1n[nH]c(C(F)(F)F)n1 | -6 | -1 | 2 | -6 | 3 | -1 | -5 | 1 | 2 | -0.1
COc1ccc(C(=O)O)cc1S(=O)(=O)Nc1cc(Cl)ccc1N1CCOCC1 | 8 | -1 | 11 | 0 | -13 | 5 | -11 | 2 | 4 | -2.3
N#CC1(NC(=O)COc2ccc3oc4ccccc4c3c2)CCCCC1 | 0 | 0 | 8 | 6 | 0 | 1 | 9 | 19 | 0 | 4.5
COc1ccc(NC(=S)N2CCCCC2c2cccnc2)cc1 (stereo unspecified) | -5 | 2 | -2 | -1 | 7 | 2 | 2 | -4 | 0 | 0.1
N#CCCN1CCN(Cc2cc(-c3ccccc3)ccc2O)CC1 | 9 | -1 | 5 | -24 | -1 | -7 | 0 | -4 | 0 | 0.7
CC1CCCCC1NC(=O)/C(C#N)=C/c1ccc(OCC(N)=O)cc1 (stereo unspecified) | -2 | 2 | -11 | -2 | -5 | -5 | -3 | -1 | -2 | -0.5
Cc1ccc(CCNC(=O)C2CCN(S(=O)(=O)N3CCOCC3)CC2)cc1 | 6 | 1 | -1 | 0 | 9 | -4 | 10 | 3 | 3 | 0.4
C=CCN(C(=O)[C@@H](CCCC)[C@@H](O)c1ccc2ccccc2c1)c1ccccc1 | x | -3 | -6 | 1 | x | 0 | -16 | 9 | 0 | x
N/C(=N\S(=O)(=O)c1ccc(Cl)s1)c1ccccc1 | 0 | -1 | -5 | 1 | 1 | 0 | 13 | -1 | -2 | 0.1
O=C(CSC(=S)N1CCOCC1)Nc1ccc(S(=O)(=O)Nc2ncccn2)cc1 | 3 | -1 | 3 | -1 | 2 | 0 | 24 | -3 | 0 | 0.1
O=C(CCNS(=O)(=O)c1ccccc1C(F)(F)F)NCCCc1ccccc1 | 2 | -3 | -2 | 1 | -6 | 0 | -13 | -3 | 2 | -0.9
CC1CN(Cc2nc3c(c(=O)n(C)c(=O)n3C)n2CCN2CCOCC2)CC(C)O1 (stereo unspecified) | 1 | -4 | -3 | 6 | 7 | -3 | 11 | -1 | 0 | -0.1
COC(=O)c1ccc2c(C)c(C(C)(C)O)[nH]c2c1 | -4 | 1 | 3 | -5 | 3 | -2 | -3 | -2 | -5 | -0.8
COc1cc(O)c(C(CCN2CCN(c3ccccc3)CC2)c2ccc(N(C)C)cc2)c(OC)c1 (stereo unspecified) | -2 | 3 | 10 | 11 | -1 | -4 | 12 | 7 | 3 | -4.8
COCCNC(=O)/C(C#N)=C/c1c(N2CCN(c3ccccc3)CC2)nc2ccccn2c1=O | 1 | 5 | 12 | -7 | -7 | -7 | -8 | 5 | -3 | -0.4
CC1COc2ccccc2N1S(=O)(=O)c1cc(Cl)ccc1Cl (stereo unspecified) | -9 | -1 | -12 | -3 | 3 | 0 | 4 | 1 | 0 | -1.0
CC(=O)Nc1c(C(=O)N2CCN(c3ccccn3)CC2)cnn1-c1ccc(C)cc1 | 8 | -5 | -7 | 0 | -7 | 1 | -12 | 8 | 4 | -2.6
CCOC(=O)C(NC(=O)c1ccccc1Cl)(Nc1sc2c(c1C(N)=O)CCC2)C(F)(F)F (stereo unspecified) | -8 | 3 | -4 | -4 | -12 | 4 | -5 | 2 | -1 | -1.6
O=C(Cn1cncn1)c1ccccc1Br | 4 | -2 | 6 | -1 | 5 | 4 | 11 | 0 | -1 | 0.3
CN(CC(=O)Nc1ccc(N2CCOCC2)cc1)C(=O)CCc1cc(C(C)(C)C)c(O)c(C(C)(C)C)c1 | -8 | 1 | 13 | 7 | -4 | -5 | 3 | 7 | -4 | -0.9

These rows are one share of the data; count on the stated rates, not on these rows.
